Compound activity as filed in PubChem BioAssay.
GPT2 inh: Primary qHTS assay for inhibitors of Glutamate pyruvate transaminase 2 (GPT2) | AID 1671188, 2021 | Recombinant GPT2, coupled pyruvate oxidase/HRP Amplex Red fluorescence | Potency, µM (series often up to 57.7 µM), without a hit: top-dose activity change, negative = inhibition, usual class: inhibitors | hit rate 0.25% among 100,000 | Alanine aminotransferase 2 (Homo sapiens), Q8TD30; note: potency is the fitted concentration of half-maximal effect; nearly all actives have a fitted effect of over 60% in size; many of its hits are not listed in these tables
Target sequence (Q8TD30 whole entry, looked up): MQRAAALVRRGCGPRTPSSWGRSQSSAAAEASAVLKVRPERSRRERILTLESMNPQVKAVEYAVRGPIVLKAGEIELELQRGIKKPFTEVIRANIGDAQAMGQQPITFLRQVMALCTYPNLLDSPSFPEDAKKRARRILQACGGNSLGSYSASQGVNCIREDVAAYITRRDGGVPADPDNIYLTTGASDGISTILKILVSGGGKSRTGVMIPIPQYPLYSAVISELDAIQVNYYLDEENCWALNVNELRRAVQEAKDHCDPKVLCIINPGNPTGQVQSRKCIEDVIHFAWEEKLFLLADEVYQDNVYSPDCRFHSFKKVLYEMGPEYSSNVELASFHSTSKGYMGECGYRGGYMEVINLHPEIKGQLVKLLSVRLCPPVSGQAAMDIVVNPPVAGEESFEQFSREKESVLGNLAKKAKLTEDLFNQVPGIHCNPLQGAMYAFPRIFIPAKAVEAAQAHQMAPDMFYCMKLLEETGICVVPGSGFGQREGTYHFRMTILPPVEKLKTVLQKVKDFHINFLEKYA
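Fluorescence read-out: pyruvate from GPT2 turnover coupled to pyruvate oxidase, HRP and Amplex Red (0.2mM ThPP, 0.2U/mL PO and HRP, 50uM Amplex final). Substrates 250uM a-KG, 2mM L-alanine; enzyme 10ng/uL; 30 min RT.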
HEK cytotox: Cytotoxic Profiling in HEK 293 Cell Line of Diverse Libraries Using Quantitative High-Throughput Screening; HEK 293 viability, ATP luminescence (CellTiter-Glo), 48-72 h; Potency, µM (series often up to 115 µM), without a hit: at the highest dose activity change, negative = cytotoxicity, most hits filed as inhibitors; hit rate 6.6% among 94,000; AID 1345083, 2018; note: potency is the fitted concentration of half-maximal effect; nearly all actives have a fitted effect of over 60% in size
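ATP-coupled CellTiter-Glo luminescence served as viability read-out, recorded 10 min after reagent addition at room temperature. HEK 293 cells, 250 cells/well, had been incubated with pintool-transferred compound for 48 or 72 hr at 37 degree Celsius.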
FLuc inh: Firefly luciferase inhibition profiling of diverse chemical library using quantitative high-throughput screening; Potency, µM (series often up to 115 µM), for the others: at the top dose activity change, negative = inhibition, most hits filed as inhibitors; Luciferin 4-monooxygenase (Photinus pyralis), P08659; hit rate 2.5% among 76,000; purified P. pyralis luciferase, luminescence, biochemical; note: potency is the fitted concentration of half-maximal effect; nearly all actives have a fitted effect of over 65% in size
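Luminescence read by CCD imaging after purified firefly luciferase (10nM final) was added to substrate buffer holding 10uM D-luciferin and 10uM ATP, pH 7.5, pre-dosed with compound.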
3T3 cytotox: Cytotoxic Profiling in NIH 3T3 Cell Line of Diverse Libraries Using Quantitative High-Throughput Screening. hit rate 4.3% among 94,000. NIH 3T3 viability, CellTiter-Glo ATP luminescence, 48-72 h. Potency, µM (highest dose often 96.7 µM), inactives show at the highest dose activity change, negative = cytotoxicity, actives largely listed as inhibitors; note: potency is the fitted concentration of half-maximal effect; nearly all actives have a fitted effect of over 55% in size
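ATP-dependent luminescence (CellTiter-Glo) served as the viability signal for NIH 3T3 cells treated with compound for 48 or 72 hr at 37 °C.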
SNCA expr inh: Primary qHTS assay for inhibitors of alpha-synuclein gene (SNCA) expression. HEK-293 SNCA-luciferase knock-in, luminescence, 24 h. Potency, µM (titrated, usually from 57.2 µM), for the others: at the top dose activity change, negative = inhibition, hits mostly inhibitors. hit rate 0.17% among 140,000. AID 1671194, 2021;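 note: potency is the fitted concentration of half-maximal effect; plate controls were DMSO cells for no effect and cell-free wells for full effect; nearly all actives have a fitted effect of over 45% in size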
SNCA viab count: GF-AFC viability counterscreen for inhibitors of alpha-synuclein gene (SNCA) expression | HEK-293-SNCA-luc viability, GF-AFC fluorescence, 24 h | hit rate 0.12% among 150,000 | Potency, µM (series often up to 57.1 µM), without a hit: at the highest dose activity change, negative = cytotoxicity, usual class: cytotoxic;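 note: potency is the fitted concentration of half-maximal effect; 0% = DMSO-treated cells and -100% = medium-only wells without cells; nearly all actives have a fitted effect of over 30% in size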
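Cytotoxicity counterscreen: after 24 h compound treatment of genome-edited SNCA-luciferase HEK-293 cells, live-cell protease substrate GF-AFC read by fluorescence after 30 min; activity scaled between DMSO (0%) and medium-only (-100%), curves Hill-fitted.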
IP6K1 inhibitor: Primary qHTS assay for small molecule inhibitors of Inositol hexaphosphate kinase 1 (IP6K1); Inositol hexakisphosphate kinase 1 (Homo sapiens), Q92551; IP6K1 kinase, ADP-Glo luminescence, 2 h; hits give low values; activity change, % (series mostly up to about 58 µM); hit rate 0.81% among 140,000; in the data active = activity change below about -25%
Target sequence (Q92551 whole entry, looked up): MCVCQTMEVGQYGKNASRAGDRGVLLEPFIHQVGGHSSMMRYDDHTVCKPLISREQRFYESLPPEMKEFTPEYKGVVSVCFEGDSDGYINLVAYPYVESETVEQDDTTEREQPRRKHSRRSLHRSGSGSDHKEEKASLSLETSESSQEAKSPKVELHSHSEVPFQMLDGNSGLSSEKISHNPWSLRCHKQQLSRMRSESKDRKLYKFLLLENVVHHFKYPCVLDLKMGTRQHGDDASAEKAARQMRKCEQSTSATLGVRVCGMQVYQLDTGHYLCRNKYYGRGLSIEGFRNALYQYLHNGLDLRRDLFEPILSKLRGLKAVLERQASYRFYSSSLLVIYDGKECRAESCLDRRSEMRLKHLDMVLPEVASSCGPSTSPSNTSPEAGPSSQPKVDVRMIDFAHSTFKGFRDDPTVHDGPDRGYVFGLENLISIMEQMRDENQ
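ADP-Glo luminescence measures ADP made by human IP6K1 during a 2 h RT reaction with ATP/IP6 (mix at 1.3 mM/130 uM); top library doses 57.5 and 19.1 uM final.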
* hit, by the source's call; i = inactive; u = inconclusive; x = not tested or not shown; & = joins results of further samples; [ ] = dose if it differs, or a comment. Unless noted, calls come from the whole dose curve; as a rule, active = well fitted curve in the direction sought with a large enough effect; inconclusive = small, poorly fitted or top-dose-only effect, or another doubt; inactive = no such curve, though single readings can be large; an effect the other way counts as inactive or inconclusive. Unless noted, % is set by controls: 0 for no effect and ±100 for the full control effect. An excerpt; the hit share may differ from the screen's.

SMILES | GPT2 inh | HEK cytotox | FLuc inh | 3T3 cytotox | SNCA expr inh | SNCA viab count | IP6K1 inhibitor
COc1ccc(CNCc2ccc(C)s2)cc1OCC(O)CN1CCCCC1 (stereo not given) | -19% | 79µM* | 6% | u | 2% | -22% | 12
Nc1cc(N2CCN(Cc3ncc[nH]3)CC(C(=O)O)C2)ncn1 (stereo not given) | -5% | -1% | -3% | i | 15% | -1% | 6
Cn1nc(C2CC2)cc1N[S+](=O)([O-])c1ccccc1 | -6%[88.5 µM] | 2%[172 µM] | x | -15%[138 µM] | -9%[87.6 µM] | 7%[87.6 µM] | 3
CCn1c(Cn2ccnc2C)nnc1C1CCN(C(=O)CCN)CC1 | -2%[11.5 µM] | 1% | 1% | 1% | 11% | 3% | -3
Cc1cc(=O)n2nc(N(C)CC(=O)NCc3cccc(Br)c3)sc2n1 | x | x | x | x | u | 0% | 1
COc1cccc(C(=O)N2C(C(=O)N3CCOCC3)COC23CCN(C(=O)CC(C)(C)C)CC3)c1 (stereo not given) | i | u | 4% | -12% | 1% | 2% | -11
N#Cc1ccc(C(=O)NC2CCCN(c3cc(-c4ccc(F)cc4)[nH]n3)C2)cc1 (stereo not given) | i | u | -11% | -13% | 24% | -9% | 7
Cc1cccc2nnc(N3CCN(C(=O)c4ccc(F)c(F)c4)CC3)n12 | -5% | -7% | 0% | -11% | 9% | 13% | 43
C[S+](=O)([O-])N1CCC(Cn2ccc3c(N4CCOCC4)nc(-c4ccccc4F)cc32)CC1 | -11% | u | -12% | -33% | -7% | 10% | -14
Cc1ccc(NS(=O)(=O)c2ccccc2)c(=O)n1CC(=O)NC(C)c1ccccc1 (stereo not given) | i | 1% | -8% | -8% | -31% | 15% | 1
CCc1ccc(Cn2c(CNS(=O)(=O)c3ccc(Cl)s3)nc3cccnc32)cc1 | x | x | x | x | 27% | -2% | -11
Cc1ccc(-c2cc(C(=O)NCCN3CCN(C)CC3)n(C)c2)cc1 | -8% | u | -1% | u | 8% | 3% | 3
COCCNC(=O)c1ccc(OC2CCN(C(C)CCSC)CC2)c(Cl)c1 (stereo not given) | 3% | -26% | -2% | u | -18% | -1% | 17
CC(=O)Oc1cc2c(s1)CCN([C@H](C(=O)C1CC1)c1ccccc1F)C2 | u | x | x | x | x | -15% | -2
C[C@@H]1C(=O)O[C@H]2[C@H]1CC[C@@]1(C)Cc3sc(NC(=O)CN(C)C)nc3[C@@H](C)[C@H]21 | -15%[88.5 µM] | -9%[172 µM] | 3.2µM* | -15%[174 µM] | -84%[87.6 µM] | 0%[87.6 µM] | 0
O[C@@H]1C[C@@H](c2nc(Cc3ccccc3)no2)N(CCCc2ccccc2)C1 | u | u | -1%[172 µM] | u | 13%[87.6 µM] | 3%[87.6 µM] | -6
O=C(NCCc1c[nH]c2ccccc12)c1cnc2c(c1)N([S+](=O)([O-])c1cccnc1)CCC2 | u | u | -8% | -26% | 1% | -4% | 21
COc1ccccc1NC(=O)Nc1cccc(-c2ccc(N3CCOCC3)nn2)c1 | 4% | u | 1.4µM* | u | 8% | 2% | -4
COc1ccc(F)cc1Nc1cnc2ccc(N(C)C)nn12 | u | 100µM* | -8%[172 µM] | u | -22%[87.6 µM] | 7%[87.6 µM] | -17
O=C1[C@@H]2C[C@@H](CN2C(=O)C2CC2)Oc2ccccc2N1Cc1cccnc1 | i | i | 2%[172 µM] | i | 3%[87.6 µM] | 1%[87.6 µM] | -5
CN1C[C@@H](NC(=O)c2ccc(C(C)(C)C)cc2)C[C@H]1c1nc(-c2ccc3c(c2)OCO3)no1 | -19% | u | -21% | u | -29% | u | -4
Cc1cccc2nnc(N3CCN(C(=O)CCc4ccccc4)CC3)n12 | i | -1% | -11% | -9% | 17% | -4% | 8
CCN(C(=O)C1CCN(S(=O)(=O)c2ccc3c(c2)CCCN3C(=O)C2CCC2)CC1)c1cccc(C)c1 | x | x | x | x | u | -9% | -18
Cc1cccc(C)c1OCc1nc2c3cnn(-c4ccccc4F)c3ncn2n1 | x | x | x | x | 14% | 4% | 28
CC(=O)Nc1ccc(-c2nnc3n2CCN(C(=O)c2ccccc2)C3)cc1 | x | -18% | x | -3% | x | x | -11
COc1cc(OC)c(C2Nc3ccccc3-c3nnc(SCc4ccccc4)nc3O2)cc1OC (stereo not given) | x | x | x | x | 30%[activator] | -3% | 7
CCOc1ccccc1CN1CCC(=O)N(CC)C2(CCOCC2)C1 | i | i | x | -6% | -18% | 9% | -4
Cc1nn(-c2ccc(C(F)(F)F)cc2)c(C)c1[C@@H]1C=C[C@@H](NC(=O)NC(C)C)C1 | u | 35µM* | 14µM* | u | 31%[activator][87.6 µM] | u | -16
COc1cccc(Nc2ncc3c(n2)C(C)(C(=O)N2CCN(c4ccccn4)CC2)CC3)c1 (stereo not given) | i | u | -7% | -27% | 11% | -7% | -2
Cn1cc(CN2CCCC(C(=O)N3CCOCC3)C2)c(-c2ccc(C3CCCCC3)cc2)n1 (stereo not given) | -12% | -5% | 6% | -10% | 1% | 3% | -2
CN(Cc1ccc(N2CCCCC2)cc1)C(=O)CCC[C@H]1NC[C@@H]2C[C@H]1CN(Cc1ccccc1)C2 | i | u | -15% | 18µM* | u | 22µM* | -2
CCCCN1CCc2[nH]cnc2C1c1cc(C)ccc1F (stereo not given) | i | -27% | -2% | -7% | -5% | 4% | -18
Clc1ccc(C2Cn3nnc(-c4noc(COc5ccccc5)n4)c3CO2)cc1 (stereo not given) | i | u | 0% | -9% | u | 0% | 11
CCc1c(C)sc(NC(=O)c2cc(-c3cccc(Cl)c3)on2)c1C#N | x | x | x | x | u | 3% | 23
O=C(Nc1nc2cc(C(F)(F)F)cc(NC3CC3)n2n1)c1cccnc1 | -1% | x | x | x | x | 0% | -1
O=C(C1CN(c2cccc(Cl)c2)C(=O)N1)N1CCOCC1 (stereo not given) | -5%[88.5 µM] | -21%&-4%[172 µM] | -12%&4%[172 µM] | u | 1%&-27%[87.6 µM] | -3%&-10%[87.6 µM] | 6&-12
COc1ccc(C(=O)NC(C(=O)N2CCCC2)C2CCN(C(=O)c3ccc(OC)cc3)CC2)cc1 (stereo not given) | i | 0% | -3% | -3% | 21% | 3% | -3
O=C(CN1CC2CC(C1)[C@H]1CCCC(=O)N1C2)N1CCN(c2cccc(Cl)c2)CC1 (stereo not given in full) | i | 11% | 4% | 2% | -4% | -5% | -9
CNC(=O)Cn1nc(C2CCN(C(=O)c3ccccc3F)CC2)c2c1CCOC2 | i | -4% | -1% | u | -21% | 9% | 10
CC(C)(O)C1CCCN(C(=O)c2cc(COc3ccccc3F)[nH]n2)C1 (stereo not given) | 2% | u | -9% | -12% | -3% | 13% | 1
CC(=O)NC[C@H]1OC[C@@H](NC2CCC(F)(F)CC2)[C@@H]1O | 4%[88.5 µM] | -8%[230 µM] | 2%[230 µM] | 0%[230 µM] | 5%[87.6 µM] | -3%[87.6 µM] | 6
CCOc1ccc(NC(=O)CSc2ncc3c(n2)-c2ccccc2N(C)S3(=O)=O)cc1 | x | x | x | x | -17% | -6% | 18
COc1ccc(OC)c(-c2noc(N3CCN(c4ccc(C(C)=O)cc4)CC3)n2)c1 | x | x | x | x | 42%[activator] | u | 3
CSCC(=O)N[C@H]1CCN2C(=O)c3ccc(Cl)cc3NC(=O)[C@@H]2C1 | -1%[88.5 µM] | u | -1%[172 µM] | u | -25%[87.6 µM] | -2%[87.6 µM] | 1
O=C(c1cc(F)ccc1Cl)N1CCN(c2cc(-c3ccccc3)[nH]n2)CC1 | -3% | u | 3% | u | -7% | 1% | -11
C=C(C(=O)O)C1CC2=C(C)C(=O)CC2C(C)CC1O (stereo not given) | 3% | x | x | x | x | u | 4
COc1cncc(CN2C[C@H]3[C@H](C2)[S+](=O)([O-])C(C)(C)C(=O)N3CC2CCOCC2)c1 | i | -18% | -11% | u | 30% | u | 27
Cc1cc(-c2ccc(C)c(S(=O)(=O)NCCc3ccccc3)c2)on1 | x | x | x | x | 35% | 7% | 1
CN(C)C[C@@H]1CN(Cc2ccccc2)C[C@H]1NC(=O)c1ccncc1 | i | 0% | 7% | 2% | 4% | 7% | -3
CN1C(=O)COC[C@@H]1[C@H](O)c1ccc(NC(=O)C2CCCCC2)cc1 | -5%[88.5 µM] | 3%[172 µM] | 0%[172 µM] | -1%[138 µM] | -2%[87.6 µM] | 0%[87.6 µM] | -4
Next entries.
SMILES | GPT2 inh | HEK cytotox | FLuc inh | 3T3 cytotox | SNCA expr inh | SNCA viab count | IP6K1 inhibitor
Cc1nn2c(c1-c1ccccc1OCc1ccccc1)N(CC1CC1)CCC2 | -12%[88.5 µM] | u | -10%[172 µM] | u | u | 10µM* | 15
O=C(Nc1ccc(F)c(Cl)c1)N1CCCC(Cn2c(C3CC3)nc3cccnc32)C1 (stereo not given) | -15% | u | -5% | u | -18% | -21% | -2
COc1ccc(N2CC(c3nc(-c4ccccc4C)no3)CC2=O)cc1Cl (stereo not given) | x | x | x | x | 29% | 6% | 7
COc1ccccc1-c1cccc(CN2CCCC(C(=O)NCCc3ccc(F)cc3)C2)c1 (stereo not given) | -1% | u | x | 32µM* | u | -20% | 0
Cn1c(Cn2cccn2)nnc1C1CCCN(C(=O)Cc2cccnc2)C1 (stereo not given) | i | -5% | -13% | -17% | 1% | 2% | 18
COc1ccc(NC(=O)Nc2cc(-c3cn4cccnc4n3)ccc2OC)cc1 | x | x | x | x | 62%[activator] | u | 4
